PNC inhibitor – perinucleolar compartment assembly inhibition; PC3M PTB-GFP, PNC prevalence imaging, 16 h; stronger effect = lower value; activity change (PNC), negative = inhibition, % at 10 µM; actives 3.1% (n = 140,000);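 active means readout at or below -70, meaning at least 70% loss of cells showing the perinucleolar compartment, a nuclear body marking cancer cells; inconclusive means readout between -30 and a set limit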;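 further: plate controls were DMSO wells for no effect and camptothecin positive control wells for full effect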
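Read-out is percentage of cells bearing a perinucleolar compartment, from automated 20x imaging of fixed, Hoechst-stained PC3M PTB-GFP cells. Cells were seeded 4 h, then exposed 16 h to compound (23 nl of library stock) in duplicate plates.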
IMPase cell inh – IMPase inhibition in cells; P97697; CHO-M1 cells, IP1 accumulation, HTRF TR-FRET ratio; inhibition (IP1 accumulation), % at 46.1 µM; 120,000 tested, under 10 active; AID 901; active means well fitted curve in the direction sought with a large enough effect in the signal ratio, not every such curve was filed as active; inconclusive means small, poorly fitted or top-dose-only effect, or a change in a side signal; inactive means no such curve, though single readings can be large or run the other way; the % refers to the signal ratio;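 further: cells stimulated with carbachol in lithium chloride buffer; plate controls were DMSO basal wells for no effect and reference inhibitor wells for full effect; higher means more IMPase inhibition seen as more IP1 and lower FRET ratio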
Target sequence (P97697 whole entry, looked up): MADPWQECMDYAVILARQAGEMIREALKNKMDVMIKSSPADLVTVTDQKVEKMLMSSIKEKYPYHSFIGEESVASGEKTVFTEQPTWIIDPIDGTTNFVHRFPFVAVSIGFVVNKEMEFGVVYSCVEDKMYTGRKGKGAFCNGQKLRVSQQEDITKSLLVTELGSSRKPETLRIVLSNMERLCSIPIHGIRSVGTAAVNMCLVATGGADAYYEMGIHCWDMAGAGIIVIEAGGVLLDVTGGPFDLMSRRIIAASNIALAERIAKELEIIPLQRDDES
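Carbachol-driven Gq signalling in CHO-M1 cells (2000/well) generates IP1. Compounds that block IMPase raise IP1 and so reduce the FRET signal from Eu-anti-IP1 and d2-IP1 after a 10 min room-temperature lysis.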
ALOX15B inhib – blocks human 15-lipoxygenase 2 activity; purified 15hLO-2, xylenol orange hydroperoxide absorbance; Potency, µM (highest dose often 57.1 µM), inactives show top-dose activity change, negative = inhibition, most hits filed as inhibitors; actives 0.56% (n = 110,000); AID 881; further: potency means the concentration at half of the fitted maximal effect; nearly all actives have a fitted effect of over 60% in size; many of its hits are not listed in these tables
Target sequence (O15296 whole entry, looked up): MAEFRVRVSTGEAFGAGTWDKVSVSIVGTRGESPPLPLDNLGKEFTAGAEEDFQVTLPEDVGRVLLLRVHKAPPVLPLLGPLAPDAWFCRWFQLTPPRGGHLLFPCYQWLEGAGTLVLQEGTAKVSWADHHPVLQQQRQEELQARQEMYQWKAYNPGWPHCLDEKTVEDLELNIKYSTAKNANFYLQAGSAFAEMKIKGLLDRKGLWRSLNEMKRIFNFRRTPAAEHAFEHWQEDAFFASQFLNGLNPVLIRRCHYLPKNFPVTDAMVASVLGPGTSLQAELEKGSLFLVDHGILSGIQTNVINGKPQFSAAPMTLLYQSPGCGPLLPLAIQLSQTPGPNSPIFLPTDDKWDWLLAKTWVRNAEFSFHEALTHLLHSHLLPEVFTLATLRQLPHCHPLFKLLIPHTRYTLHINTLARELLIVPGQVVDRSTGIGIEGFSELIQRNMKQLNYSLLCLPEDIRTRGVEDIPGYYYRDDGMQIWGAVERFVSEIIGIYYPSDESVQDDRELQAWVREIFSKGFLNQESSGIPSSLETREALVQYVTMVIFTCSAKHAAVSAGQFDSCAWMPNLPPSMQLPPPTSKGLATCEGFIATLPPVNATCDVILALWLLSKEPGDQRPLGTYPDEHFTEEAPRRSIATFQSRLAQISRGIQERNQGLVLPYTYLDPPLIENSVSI
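Purified human 15hLO-2 (50 nM) preincubated 15 min with compound, then 45 uM arachidonic acid for 90 min at RT in 25 mM Hepes pH 7.5, 0.01% Triton X-100. Hydroperoxide detected by Fe-xylenol orange; 573/405 nm absorbance ratio.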
12-hLO inh – inhibitors of human 12-lipoxygenase (ALOX12); P18054; purified 12-hLO, xylenol orange hydroperoxide absorbance; Potency, µM (titrated, usually from 57.1 µM), inactives show at the top dose activity change, negative = inhibition, most hits filed as inhibitors; actives 0.12% (n = 150,000); further: potency means the concentration at half of the fitted maximal effect; nearly all actives have a fitted effect of over 55% in size; many of its hits are not listed in these tables
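Hydroperoxide output read as Fe(III)-xylenol orange absorbance, 573-to-405 nm ratio, after 30 min reaction with 40 uM arachidonic acid. Enzyme: 150 nM purified human 12hLO, 15 min compound preincubation; 25 mM Hepes pH 7.0, room temperature.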
Active calls of the source: *; ? = inconclusive; / = not tested or not shown; [ ] = dose if it differs, or a comment. Unless noted, the call rests on the fitted dose curve; in most records, active means well fitted curve in the direction sought with a large enough effect; inconclusive means small, poorly fitted or top-dose-only effect, or another doubt; inactive means no such curve, though single readings can be large; an effect the other way counts as inactive or inconclusive. Unless noted, on the % scale 0 is the no-effect control and ±100 the full control effect. Only part of the results is shown; rates above refer to the full screens.

smiles,PNC inhibitor,IMPase cell inh,ALOX15B inhib,12-hLO inh
CCc1c(C)nc(N)n2c(SCC(=O)N3CCCC(C)C3)nnc12 (stereo not drawn),28,4,4%,-2%
COC(=O)c1[nH]c(C)c(/C(O)=C2\C(=O)C(=O)N(CCN(C)C)C2c2cccs2)c1C (stereo not drawn),17,-2,7%,-9%
Cc1noc(C)c1S(=O)(=O)Nc1ccc(C(=O)O)cc1,20,-7,-11%,0%
COc1ccc(C2C(C(=O)N3CCCCC3)c3ccccc3C(=O)N2C)cc1 (stereo not drawn),6,1,-1%,-8%
Cc1ccc(Nc2cc(C)nn2-c2nc(C)cc(=O)[nH]2)cc1,71,19,74%[activator],-6%
CCOC(=O)CNC(=O)CSc1nc(Cc2cccs2)nc2ccccc12,13,-6,-7%,1%
O=C(c1cc2c(s1)-c1ccccc1OC2)N1CCN(c2ccccn2)CC1,-3,?,15%,-6%
COc1ccccc1OC(=O)c1ccc(S(=O)(=O)N(C)C)cc1,34,1,8%,0%
COc1ccc(-n2cc(C(=O)O)c3ccccc3c2=O)cc1,?,-6,-2%,6%
Cc1cc2cc(CN(Cc3ccc4c(c3)OCO4)C(=O)c3cnccn3)c3nnnn3c2cc1C,0,0,-5%,-3%
c1ccc(Nc2nc(-c3ccccn3)cs2)cc1,6,0,30%[activator],-12%
O=C(Nc1ccc2nc(-c3cccnc3)[nH]c2c1)C12CC3CC(CC(C3)C1)C2,23,9,/,-1%
CCCn1[nH]cc(SC)c(=O)c1=O,?,9,-2%,-19%
Cc1csc(NC(=O)/C=C/c2ccco2)n1,35,-7,/,-1%
O=C(CCS(=O)(=O)c1cccc2nonc12)NCCc1ccccc1,?,-5,2%,-10%
O=C(Nc1sc2c(c1C(=O)NC1CCCCC1)CCC2)c1ccco1,19,?,-3%,-3%
Cc1cc(NCc2ccccc2)nc2ccccc12,8,11,/,-3%
c1ccc2c(c1)ncn2CCCOc1ccc2c(c1)CCC2,2,9,36%[activator],-1%
COC(=O)c1c(NC(=O)CSc2nnc(-c3cccnc3)n2Cc2ccco2)sc(C)c1C,3,-2,2%,-4%
O=C1CN(C(=O)c2ccccc2F)c2ccccc2N1,?,-14,-4%,-5%
Nc1nc(N)c2nc(CNc3ccc(C(=O)NC(CCC(=O)O)C(=O)O)cc3)cnc2n1 (stereo not drawn),/,/,7%,-2%
CCOc1ccc(S(=O)(=O)N(C)c2ccc(OCC(=O)NCc3ccco3)cc2)cc1,4,7,8%,5%
O=C(Cn1cnc2ccccc2c1=O)Nc1ccc2c(c1)CCC2,-3,1,-1%,-2%
COC(=O)c1ccc(Oc2nc(Nc3ccc(C)c(C)c3)nc(N(C)C)n2)cc1,?,2,8%,-13%
COc1ccc(CCNC(=O)CN(c2ccccc2OC)S(C)(=O)=O)cc1OC,?,-3,-10%,2%
O/N=C(\Cc1cscn1)c1ccc(O)cc1O,?,-6,-4%,-5%
Cc1csc(NC(=O)C2CCCCC2C(=O)O)n1 (stereo not drawn),7,5,-6%,-3%
NC(=O)c1cn(-c2ccccc2)nc1-c1cccnc1,-25,0,3%,3%
O=[N+]([O-])c1ccccc1Nc1ccccc1,/,/,3%,-5%
O=c1cc(CN2CCOCC2)nc(C2CC2)[nH]1,1,1,-1%,3%
Cc1csc(NC(=O)c2nc(-c3ccccc3)n(-c3ccccc3)n2)n1,28,4,34%[activator],-3%
CCC(C)(C)n1nnnc1C(c1cc(OC)ccc1OC)N1CCC(C(N)=O)CC1 (stereo not drawn),463,7,/,1%
O=C(Nc1ccc(Cl)cc1)Nc1ccccc1NS(=O)(=O)c1cccs1,8,/,/,-4%
CNC(=O)c1nnc(Cc2ccc(F)cc2)o1,-15,-2,8%,-4%
CCOC(=O)c1sc(NC(=O)CSc2ncn[nH]2)c(C#N)c1C,-11,6,16%,-3%
CCCn1cc(S(=O)(=O)CC(=O)Nc2ccc(OCC)cc2)c2ccccc21,7,0,2%,-5%
CCOC(=O)N1CCC(N2C(=O)c3ccccc3C2Nc2ccc3c(C)cc(=O)oc3c2)CC1 (stereo not drawn),43,-25,/,-8%
CC(=O)NC(CC(=O)NC1CCCCC1)c1ccccc1 (stereo not drawn),?,0,/,0%
CC(=O)NCCc1cc2cc(C)c(C)cc2[nH]c1=O,39,4,-2%,8%
COc1ccccc1Oc1coc2c(CN(C)C)c(O)ccc2c1=O,65,-7,16%,-1%
COC(=O)c1[nH]c(C)c(/C(O)=C2\C(=O)C(=O)N(CCN(C)C)C2c2ccc(OC)cc2)c1C (stereo not drawn),1,-3,4%,-3%
CCOc1ccc(N=C2C(=O)N(CN3CCOCC3)c3ccccc32)cc1,19,4,-10%,-8%
Cc1nnc(SCc2ccc(C(=O)Nc3cc(Cl)ccc3C)cc2)s1,4,/,/,-1%
CC(C(=O)Nc1ccccc1F)N1C(=O)c2ccccc2C1=O (stereo not drawn),?,-10,6%,-3%
COc1cc(S(=O)(=O)NCC2CCCO2)c(OC)cc1Cl (stereo not drawn),-7,-7,10%,-1%
Cc1ccc(C)c(C(=O)CN2C3=NCCCN3c3ccccc32)c1,7,-11,45%[activator],3%
O=C(NCCN1CCOCC1)c1cccs1,3,7,5%,-7%
Cc1cc(C(=O)COC(=O)c2ccc[nH]c2=O)c(C)n1-c1ccc(Br)cc1,?,/,/,-1%
CCOC(=O)c1ccccc1NS(=O)(=O)c1ccc(S(=O)(=O)N2CCCC2)cc1,?,4,-5%,-4%
N#Cc1nc(-c2ccco2)oc1N1CCCC1,3,-2,-7%,-4%
CSc1ccccc1NC(=S)Nc1cccc(C(F)(F)F)c1,15,-10,-14%,-21%
CC(=O)N(/N=C1\Sc2ccccc2C1=O)c1ccccc1C,-13,14,-16%,-1%
CCc1ccc(S(=O)(=O)c2n[nH]n3c2nc(=O)c2ccccc23)cc1,221,-12,/,1%
COc1ccc(NC(=O)CCN2CC(C)OC(C)C2)c(OC)c1 (stereo not drawn),-25,5,/,-3%
Cc1cc(=O)[nH]c(SCC(=O)Nc2ccc(Cl)cn2)n1,36,-4,-1%,-11%
O=C(COC(=O)/C=C/c1ccc(Cl)cc1)Nc1ccccc1-c1ccccc1,-19,/,/,-1%
Cc1c(C(=O)OCC(=O)N2CC(=O)Nc3ccccc32)oc2ccc(Br)cc12,11,4,?,9%
CCCC(C)NC(=O)c1ccc2[nH]c3c(c2c1)CC(C)CC3 (stereo not drawn),23,-3,-3%,-2%
CCCCCc1nc2sc3c(c2c(=O)n1NC(=O)c1ccc([N+](=O)[O-])cc1)CC(C)(C)OC3,?,2,/,-6%
O=C(c1ccc(NS(=O)(=O)c2cccs2)cc1)N1CCCCC1,?,-9[0.0738 µM],/,-1%

The listing continues.
Sequence of screens: PNC inhibitor | IMPase cell inh | ALOX15B inhib | 12-hLO inh
- Cc1ccn2c(/C=N/OCc3cccc(F)c3)c(-c3ccc(Cl)cc3)nc2c1
    -12 | 1 | 17% | 3%
- Oc1c(Br)cc(C2N=C(c3ccccc3Cl)NO2)cc1Br (stereo not drawn)
    16 | -6 | -6% | 0%
- Cc1cccc(C)c1OCC(=O)Nc1ccc(S(=O)(=O)Nc2ccccn2)cc1
    -3 | -2 | / | 3%
- COc1cc(C2Nn3c(nnc3-c3ccccc3OC)S2)ccc1O (stereo not drawn)
    -15 | -7[0.0738 µM] | / | 0%
- COc1cc2c(CCNC(C)=O)c[nH]c2cc1O
    / | 15 | ? | -17%
- CC(C)c1nnc(NC(=O)C2CCN(c3cnccn3)CC2)s1
    24 | 3 | / | 4%
- CCN1CCCC1CNC(=O)Cn1cccc1C(=O)c1ccccc1C (stereo not drawn)
    12 | 8 | 3% | -5%
- COc1ccccc1NC(=O)COC(=O)CNC(=O)c1ccc(OC)c(OC)c1
    ? | 13 | -1% | 2%
- CSc1ccccc1C(=O)Nc1nccs1
    -25 | -4 | 10% | 1%
- Cc1noc(C)c1COc1ccc(C(=O)NCC2CCCO2)cc1 (stereo not drawn)
    43 | 8 | ? | 4%
- CCOC(=O)c1c(C)c(C(=O)Nc2ccc3c(c2)OCO3)c(C)n1C
    -21 | 3 | -7% | -1%
- COc1ccc(CC(=O)NCc2cccs2)cc1
    0 | 12 | -7% | -3%
- Cc1ccc(-n2c(SCc3ccc([N+](=O)[O-])cc3)nc3ccccc3c2=O)cc1
    44 | 1 | -13% | 3%
- O=C(O[C@@H]1Cc2c(O)cc(O)cc2OC1c1ccc(O)c(O)c1)c1cc(O)c(O)c(O)c1 (stereo partly drawn)
    / | / | ? | -24%
- CN(C)S(=O)(=O)c1ccc(C(=O)Nc2nnc(Cc3ccccc3)s2)cc1
    48 | -8 | -10% | -4%
- Cc1cccc(Cn2c(N3CCCCC3C)nc3c2c(=O)[nH]c(=O)n3C)c1 (stereo not drawn)
    80 | -6 | / | -6%
- CC1CCCN(C(=O)c2sc3cc([N+](=O)[O-])ccc3c2Cl)C1 (stereo not drawn)
    63 | 3 | -14% | 3%
- CC(=O)N1CCN(CC(=O)Nc2ccc(Cl)c(S(=O)(=O)N(C)C)c2)CC1
    30 | -7 | / | 1%
- COc1ccccc1N1CCN(C(=O)c2ccc([N+](=O)[O-])s2)CC1
    -4 | -3 | / | -1%
- O=C(CN(C(=O)CCC(=O)Nc1ccccn1)c1ccc2c(c1)OCCO2)NCCc1ccccc1
    21 | -3 | -10% | 2%
- Cc1onc(-c2ccccc2Cl)c1C(=O)Nc1ccc2c(c1)OCO2
    51 | -9 | 1% | 3%
- COCCNC(=O)c1cc2c(-c3ccc(Cl)cc3)nn(C)c2s1
    -18 | 1 | 11% | 1%
- O=C(Cc1c[nH]c2ccccc12)NC1(C(=O)NC2CCCCC2)CCCCC1
    -16 | 0 | / | 1%
- O=C(Oc1ccccc1N1C(=O)C2CCCCC2C1=O)c1ccc(Cl)cc1 (stereo not drawn)
    27 | 1 | 1% | -5%
- Cc1cnc(C(=O)Nc2ccccc2-n2cccc2)cn1
    -17 | -5 | 20% | -8%
- COc1ccc(-c2nc3ccccc3c(=O)n2CCOc2cc(C)ccc2C)cc1
    ? | / | / | -3%

An excerpt from above in order of count of non-hydrogen atoms, rising.
Sequence of screens: PNC inhibitor | IMPase cell inh | ALOX15B inhib | 12-hLO inh
- Cc1cnc(C(=O)Nc2ccccc2-n2cccc2)cn1
    -17 | -5 | 20% | -8%
- Cc1onc(-c2ccccc2Cl)c1C(=O)Nc1ccc2c(c1)OCO2
    51 | -9 | 1% | 3%
- O=C(Oc1ccccc1N1C(=O)C2CCCCC2C1=O)c1ccc(Cl)cc1 (stereo not drawn)
    27 | 1 | 1% | -5%
- O=C(Cc1c[nH]c2ccccc12)NC1(C(=O)NC2CCCCC2)CCCCC1
    -16 | 0 | / | 1%
- COc1ccc(-c2nc3ccccc3c(=O)n2CCOc2cc(C)ccc2C)cc1
    ? | / | / | -3%

As a working copy, three of the compounds above.
Sequence of screens: PNC inhibitor | IMPase cell inh | ALOX15B inhib | 12-hLO inh
- O=C(Oc1ccccc1N1C(=O)C2CCCCC2C1=O)c1ccc(Cl)cc1 (stereo not drawn)
    27 | 1 | 1% | -5%
- Cc1cnc(C(=O)Nc2ccccc2-n2cccc2)cn1
    -17 | -5 | 20% | -8%
- COc1ccc(-c2nc3ccccc3c(=O)n2CCOc2cc(C)ccc2C)cc1
    ? | / | / | -3%

Screening results deposited in PubChem BioAssay by National Center for Advancing Translational Sciences (NCATS).
